# FBW7 act = activators of human E3 ligase FBW7. 0.13% of 650,000 active. normalized activity (activation), % at 26.1 µM. AlphaScreen FBW7–phospho-cyclin E peptide binding, activator screen; in the data active means normalized activity above about 1.9%;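 further: purified mutant Fbw7 with reduced substrate affinity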
# Target sequence (Q969H0 whole entry, looked up): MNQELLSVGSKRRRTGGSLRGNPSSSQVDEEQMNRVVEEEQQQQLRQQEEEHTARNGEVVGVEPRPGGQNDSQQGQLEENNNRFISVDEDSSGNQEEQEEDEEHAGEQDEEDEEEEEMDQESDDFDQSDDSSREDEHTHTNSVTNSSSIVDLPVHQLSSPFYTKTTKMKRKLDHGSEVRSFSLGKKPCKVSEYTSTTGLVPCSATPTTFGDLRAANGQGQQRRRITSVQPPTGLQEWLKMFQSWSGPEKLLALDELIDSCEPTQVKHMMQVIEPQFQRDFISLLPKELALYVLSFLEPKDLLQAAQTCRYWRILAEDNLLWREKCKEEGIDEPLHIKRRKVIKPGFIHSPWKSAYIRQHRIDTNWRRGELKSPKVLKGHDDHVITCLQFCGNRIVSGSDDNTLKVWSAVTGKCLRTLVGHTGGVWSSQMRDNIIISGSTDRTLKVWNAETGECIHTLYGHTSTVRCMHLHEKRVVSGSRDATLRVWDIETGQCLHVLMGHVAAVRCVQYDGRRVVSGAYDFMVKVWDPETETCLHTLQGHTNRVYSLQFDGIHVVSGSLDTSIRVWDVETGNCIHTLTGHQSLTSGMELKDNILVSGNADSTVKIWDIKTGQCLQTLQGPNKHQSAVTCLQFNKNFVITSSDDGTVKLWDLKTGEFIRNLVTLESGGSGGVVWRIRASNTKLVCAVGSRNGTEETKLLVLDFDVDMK
# TEAD-YAP block = TEAD-YAP interaction inhibition; HEK-TIYL cells, TEAD-Gal4/YAP UAS-luciferase luminescence; 1.4% of 640,000 active; AID 1259422; inhibition, % at 9.12 µM; in the data active means inhibition above about 32%;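 further: 0% = median of test compound wells and 100% = reference inhibitor wells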
# GPR151 ag = activates the human receptor GPR151 | 1% of 650,000 active | activation, % at 11.2 µM | Q8TDV0 | PathHunter beta-arrestin GPR151 cells, luminescence; in the data active means activation above about 4.9%;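 further: 0% = median of compound wells and 100% = cells with positive control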
# MITF inh = blocks human microphthalmia-associated transcription factor; O75030; AlphaScreen MITF homodimerization, bead proximity signal; inhibition, % at 2.6 µM; 0.91% of 650,000 active; in the data active means inhibition above about 50%;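 further: 0% = vehicle wells with protein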
# * hit, by the source's call; nt = no result given.
SMILES,FBW7 act,TEAD-YAP block,GPR151 ag,MITF inh
CC(=O)N1CCN(S(=O)(=O)c2cn(C)c(=O)n(C)c2=O)CC1,-0.1,-2,-1.5,-6
COc1cccc(CN2CCN(C(=O)N3CCCCC3)[C@@H](C)C2)c1,-0.1,10,-0.7,0
O=C1N[C@@H](Cc2ccc(O)cc2)C(=O)N2CCN(C(=O)c3cccs3)C[C@H]12,-0.2,-6,1.4,4
Cc1cccc(NC(=O)CN(c2ccccc2Cl)S(C)(=O)=O)c1C,-0.1,-3,-0.4,2
COc1ccccc1C(=O)Nc1ccc(-c2cn3ccccc3n2)cc1,0.0,-45,0.1,7
CC(C)NC(=O)CSc1nnc2n(Cc3ccccc3)c(=O)c3ccc(C(=O)NC(C)C)cc3n12,-0.1,1,0.1,-9
CCn1c(N2CCCC(C(=O)NCc3cccs3)C2)nc2ccccc21 (stereo not drawn),0.0,-3,0.4,4
N#Cc1cc2c(nc1SCC(=O)Nc1cc(C(F)(F)F)ccc1Cl)CCCC2,0.1,0,3.0,-15
CSc1ncc(Cl)c(C(=O)C(C#N)c2nc3ccccc3n2C)n1 (stereo not drawn),0.2,4,0.0,7
Cc1cc2c(=O)n(CC(=O)NCC(=O)N(C)Cc3ccccc3)cnc2s1,0.1,-2,-1.0,12
Cc1sc2ncn(CC(=O)N3CCN(c4ccccn4)CC3)c(=O)c2c1C,-0.1,6,-0.2,14
O=C(Nc1cccc(Cl)c1Cl)c1ccn[nH]1,0.1,-56,0.2,-12
COc1ccc(C(=O)N2CCN3C(=O)[C@@H](Cc4ccccc4)NC(=O)[C@H]3C2)cc1,-0.6,-5,-0.3,18
COc1ccc2nc3oc(C(=O)NCc4cccnc4)cc3cc2c1,0.0,-35,0.4,-4
CCOC(=O)c1c(NC(=O)c2ccc(S(=O)(=O)N3CC4(C)CC3CC(C)(C)C4)cc2)sc2c1CCN(C)C2 (stereo not drawn),0.1,7,0.0,1
Cc1ccc(NC(=O)C(C(C)C)N2C(=O)c3ccccc3C2=O)c(C)c1 (stereo not drawn),0.0,6,2.1,11
O=C(CSc1nnc(NCc2ccccc2)s1)NC12CC3CC(CC(C3)C1)C2,0.2,-2,-0.2,-4
CCOc1cc(C=C2C(=O)NC(=O)NC2=O)cc(I)c1O,-0.6,-4,-1.1,-13
CC(=O)c1ccc(OCCCC(=O)NCc2ccccc2Cl)cc1,0.1,10,-0.3,-17
COC(=O)/C=C/c1ccc(-n2cncn2)cc1,0.0,-14,0.0,-23
COc1ccc(C(=O)NC(C)CCc2ccccc2)c(O)c1 (stereo not drawn),0.2,-25,-1.6,4
COc1ccc(NS(=O)(=O)c2ccc(S(N)(=O)=O)cc2)cc1,0.1,-1,1.4,-1
CC(=O)Nc1cccc(-c2cnn3c(N4CCC[C@H]4CO)ccnc23)c1,0.1,-31,1.3,-5
CCCCCCCCNC(=O)CNC(=O)C1O[C@@H]2OC(C)(C)O[C@@H]2[C@H]2OC(C)(C)O[C@@H]12 (stereo partly drawn),0.2,13,0.4,26
COc1ccc(CN2CCC(C(=O)c3ccc(F)cc3)CC2)cc1,-0.1,1,0.3,-14
O=C(Nc1cccc(F)c1)/C(=C/c1cccc([N+](=O)[O-])c1)NC(=O)c1ccccc1F,-0.1,-4,-0.4,-7
CC(C)CC(=O)N[C@H](C(=O)N[C@H](C(=O)N[C@@H](CC(C)C)[C@@H](O)CC(=O)N[C@@H](C)C(=O)N[C@@H](CC(C)C)[C@@H](O)CC(=O)O)C(C)C)C(C)C,0.1,nt,-0.4,11
Cc1cc(Cc2c(O)nc(N)[nH]c2=O)ccc1OC(C)C,-0.2,2,-0.5,0
C/C(=N\Nc1nc(N)cc(Cl)n1)c1ccc(Cl)c(Cl)c1,-0.8,-39,0.8,12
O=C(OCc1cc([N+](=O)[O-])cc2c1OCOC2)c1ccc(Br)cc1,0.1,-3,-1.9,15

# Whole records as entered above.
# COc1ccc(C(=O)NC(C)CCc2ccccc2)c(O)c1 (stereo not drawn) as listed: FBW7 act: 0.2; TEAD-YAP block: -25; GPR151 ag: -1.6; MITF inh: 4
# CC(C)NC(=O)CSc1nnc2n(Cc3ccccc3)c(=O)c3ccc(C(=O)NC(C)C)cc3n12 as listed: FBW7 act: -0.1; TEAD-YAP block: 1; GPR151 ag: 0.1; MITF inh: -9

# Further structures.
SMILES,FBW7 act,TEAD-YAP block,GPR151 ag,MITF inh
Cc1ccc(NS(=O)(=O)c2cc3c4c(c2)CCN4C(=O)CC3)cc1Cl,0.0,-8,0.4,4
O=C(COc1ccc([N+](=O)[O-])cc1)N1CCc2ccccc21,-0.2,-24,-1.0,1
O=C(NC1CCCCCC1)NC1(C(F)(F)F)Oc2ccccc2O1,0.1,-12,1.0,-5
CC(=O)Nc1ccc(N=Cc2c(C)[nH]n(-c3ccccc3C)c2=O)cc1,-0.1,-3,0.6,-10
O=C(Cn1nc(-c2ccc3c(c2)OCCO3)ccc1=O)Nc1cccc2c1CCCC2,-0.1,2,-0.7,-2
c1cncc(CSc2nnc(-c3ccc4c(c3)OCO4)o2)c1,0.0,21,1.6,4
CN(Cc1ccccc1)C(=O)N1c2ccccc2CCc2ccccc21,0.3,3,-2.5,3
CCCCN(C)Cc1cc(Br)ccc1OC,0.3,1,0.3,-9
O=C(NCCO)C(=O)Nc1ccccc1F,0.1,-10,-1.3,6
CC1CCc2c(sc(NC(=O)c3ccccc3F)c2C(=O)NCCc2ccccc2)C1 (stereo not drawn),-0.1,-8,0.8,-8
CCC(C)OC(=O)C1=C(C)NC2=C(C(=O)CC(c3ccc(Cl)cc3)C2)C1c1ccc(Cl)cc1 (stereo not drawn),0.3,4,-1.8,7
O=C(COc1ccccc1Cl)c1ccc[nH]1,-0.2,-17,-2.6,20
COc1ccc(C(=O)Cn2ccnc2C(=O)NCCc2ccc(Cl)cc2)cc1,0.6,8,-0.8,14
O=C(CSc1nc2c(c(=O)n1CCc1ccccc1)SCC2)NC1CCCC1,-0.1,-3,3.2,12
Cc1cccc(C)c1NC(=O)N1CCCC1C(=O)NC(C)(C)C (stereo not drawn),-0.3,-23,2.7,-5
CCC(C(=O)O)N1C(=O)/C(=C/c2ccc(C(=O)OC)cc2)SC1=S (stereo not drawn),-0.2,9,3.5,0
CCC(C)(C)n1nnnc1C(c1ccccc1Cl)N1CCN(C)CC1 (stereo not drawn),0.2,-1,-1.0,11
N#C/C(=C\c1ccccc1)C(=O)Nc1ccccc1NS(=O)(=O)c1ccc(F)cc1,-0.1,-1,-0.7,4
COc1cccc(NC(=O)CNC(=O)Cn2cnc3ccccc3c2=O)c1,0.2,-8,0.6,22
CC(C)CCNC(=O)c1ccc2c(=O)n(CC3CCCO3)c(=S)[nH]c2c1 (stereo not drawn),0.0,-9,-1.0,-3

# Following part:
SMILES	FBW7 act	TEAD-YAP block	GPR151 ag	MITF inh
O=C(CCCn1c(SCC(=O)Nc2ccccc2Cl)nc2ccccc2c1=O)NCc1ccco1	0.0	-2	-0.9	-8
C/C(=N/NC(=O)c1ccccc1I)c1ccc(N)cc1	0.7	-26	-1.5	24
Cc1ccc2nc(C)c(NC(=O)c3c(F)cccc3F)c(=O)n2c1	0.1	3	2.5	3
O=C(O)c1ccc(N/N=C/c2c[nH]c3ccccc23)cc1	-0.4	85*	-6.4	-2
Cc1ccc(C(=O)NNC(=O)c2ccc(C)cc2)cc1	0.0	-18	0.1	8
N#CCCn1c2ccc(Cl)cc2c2cc(Cl)ccc21	0.1	0	2.4	-11
CCOc1cc(C)nc(N2CCC(C(=O)NCc3ccc(F)cc3)CC2)n1	0.7	-4	0.1	6
Cc1cc(C(=O)N/N=C/c2ccc(Br)c([N+](=O)[O-])c2)n[nH]1	0.2	7	0.3	4
COc1ccccc1-c1coc2cc(OC(=O)c3ccc(C)cc3)ccc2c1=O	0.1	1	1.3	-13
COc1ccccc1C(=O)N1CCC(C(=O)NC(c2ccccc2)c2ncccc2C)CC1 (stereo not drawn)	0.5	0	-1.4	-3
COC(=O)c1ccc(C(c2ccc(C(=O)OC)cc2)(C(F)(F)F)C(F)(F)F)cc1	0.1	7	-0.2	-3
O=C(NCCCN1CCCC1)c1ccc(Cn2c(=S)[nH]c3ccc(Br)cc3c2=O)cc1	-0.1	-18	-1.1	-6
COc1ccc(C(=O)C2C(=O)NC3(C)CC2c2cc(Cl)ccc2O3)cc1 (stereo not drawn)	0.1	9	-0.4	12
O=C(Nc1cnn(-c2cccc(C(=O)Nc3ccc(N4CCOCC4)cc3)c2)c1)Nc1ccccc1Cl	0.0	-23	-1.1	5
CCC1=[N+]([O-])C(c2ccccc2)N(O)C1(C)C (stereo not drawn)	0.2	-7	-1.1	-9
COc1cccc(-n2cc(C(=O)NCCC(=O)N3CCCCC3C)c3ccccc3c2=O)c1 (stereo not drawn)	0.0	0	-0.6	-14
COc1ccc(N2CCN(S(=O)(=O)c3ccc(Br)cc3)CC2)cc1	0.1	4	-0.4	3
Cc1noc(C)c1-c1nc2c(NCCN(C(C)C)C(C)C)ncnc2n1C(C)C	0.2	-1	4.2	5
O=C1N/C(=C\c2ccc(O)cc2)C(O)=C1C=NCc1ccccc1	0.1	-11	0.0	0
C=CCNC(=O)CN1CCC(c2ccccc2F)CC1	-0.1	8	1.7	-11
COc1ccc(Cn2c(=S)[nH]c3ncccc3c2=O)cc1	0.1	-12	-0.2	-13
COc1ccccc1NC(=S)N(CCc1ccccc1)Cc1ccccc1	-0.2	-7	-0.2	4
CC(=O)Nc1ccccc1NC(=O)c1ccc(Cl)cc1[N+](=O)[O-]	0.2	-3	0.9	16
CCCCn1c(CCCNC(=O)c2ccc(OC)c(OC)c2)nc2ccccc21	0.0	5	0.3	4
CN(C)C(=O)CSc1nc(C(C)(C)C)nc2ccccc12	-0.2	-1	1.2	-1
CCCOc1ccc(S(=O)(=O)NCCCN2CCOC(c3ccccc3)C2)cc1C (stereo not drawn)	-0.1	3	-1.1	-13
COC(=O)C(=O)CC(=O)c1cc(OC)ccc1OC	-0.2	4	0.2	7
O=C(Nc1ccc(N2CCOCC2)cc1)c1cccc(N2CCN(c3ccccn3)CC2)n1	0.0	-22	1.3	-2
COc1cccc(CN[C@H]2C[C@H]3C(=O)N[C@H](CO)C(=O)N3C2)c1	1.0	9	0.6	9
O=C(Cc1cccc2ccccc12)Nc1sc2c(c1C(=O)O)CCC2	0.1	0	1.6	-2
O=c1nc2n(c3sc4c(c13)CCCC4)Cc1ccccc1-2	0.0	-49	-7.8	-10
O=C(CNC(=O)c1ccc(Cl)cc1)N/N=C/c1cc(Cl)ccc1O	-0.2	16	3.4	23
O=c1c2c3c(sc2ncn1Cc1cccc(Br)c1)CCCC3	0.2	-11	1.1	2
O=C(COC(=O)c1cncc(Br)c1)NC1CCCCCC1	-0.1	-13	-0.6	10
Cc1ccc2nsnc2c1NC(=O)C(C)(C)C	-0.2	4	0.3	-4
CCOC(=O)C/C(C)=N/Nc1ccc(C(F)(F)F)cc1[N+](=O)[O-]	-0.4	6	-0.6	2
CCCc1ccc(C(=O)Nc2nnc(-c3ccc(Br)cc3)s2)cc1	0.0	-2	-0.3	0
O=C1COc2ccc(C(=O)C[n+]3cccc(O)c3)cc2N1	-0.2	5	-1.8	16
COc1cc(CN2C(=O)C(C)Sc3ccccc32)cc(OC)c1 (stereo not drawn)	0.6	7	0.4	16
c1ccc(-c2csc3ncnc(Nc4ccc5c(c4)OCCO5)c23)cc1	0.1	-9	-1.4	13

# 4 compounds picked at random from the list so far:
SMILES	FBW7 act	TEAD-YAP block	GPR151 ag	MITF inh
O=c1c2c3c(sc2ncn1Cc1cccc(Br)c1)CCCC3	0.2	-11	1.1	2
Cc1ccc2nsnc2c1NC(=O)C(C)(C)C	-0.2	4	0.3	-4
COc1cc(CN2C(=O)C(C)Sc3ccccc32)cc(OC)c1 (stereo not drawn)	0.6	7	0.4	16
CCCc1ccc(C(=O)Nc2nnc(-c3ccc(Br)cc3)s2)cc1	0.0	-2	-0.3	0

# (list continues)
SMILES	FBW7 act	TEAD-YAP block	GPR151 ag	MITF inh
O=C(COc1ccccc1Cl)NNC(=O)c1ccccc1I	0.0	0	1.0	-5
CCc1ccc(CN2CC(C(=O)O)CC2=O)cc1 (stereo not drawn)	0.0	-1	1.0	10
O=C(COc1ccccc1)Nc1sc2c(c1C(=O)Nc1ccccc1Cl)CCCCC2	-0.2	3	0.4	-1
C/C(=N/NC(=O)c1ccco1)c1ccc(Cl)cc1	0.5	-62	-1.4	22
Cc1ccsc1C1C=C(c2ccc3c(c2)OCO3)Nc2nnnn21 (stereo not drawn)	-0.1	-21	-1.1	3
CCC(Cc1ccccc1)NC(=O)c1ccc([N+](=O)[O-])cc1 (stereo not drawn)	1.0	6	-0.5	12
O=C(NCCCn1ccnc1)c1cc(-c2ccc(O)cc2)on1	0.2	10	-1.7	26
COC(=O)c1ccccc1NC(=O)Nc1ccc(OC)cc1	0.1	-10	0.3	11
C=CCNC(=O)/C(C#N)=C/c1c(Oc2cc(C)cc(C)c2)nc2c(C)cccn2c1=O	0.1	19	-1.1	20
Cc1cccc(C(=O)NCc2nc(-c3ccccc3)no2)c1	0.2	2	1.9	-18
COc1cc2[nH]c(=S)n(Cc3ccc(S(N)(=O)=O)cc3)c(=O)c2cc1OC	-0.2	14	-0.4	-1
COc1ccc(NC(=O)c2c(Cl)cc(Cl)nc2Cl)cc1	-0.1	-11	-0.3	-9
COc1ccccc1N1CCN(C(=O)CCN2C(=O)c3ccccc3C2=O)CC1	0.0	1	-1.0	5
